CHOP inh: inhibitors of CHOP induction in ER stress response. CHO-K1 CHOP-promoter luciferase, tunicamycin-induced, 15-18 h. inhibition, % at 10 µM. hit rate 3.8% among 220,000. AID 2732;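 active means compounds that reduced the stress-induced luciferase reporter signal by more than about 70% of percent inhibition, limit read from the data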;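 further: 0% = tunicamycin plus vehicle and 100% = wells without tunicamycin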
NPY1 pot ag: potentiators or agonists of human neuropeptide Y receptor Y1. P25929. NPY-Y1 expressing cells, potentiator/agonist activation. activation, % at 3.6 µM. hit rate 0.37% among 220,000; in the data active means activation above about 33%, passing the limit was not always enough;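 further: cells stimulated with NPY at EC10 then isoproterenol at EC100; 0% = low agonist plus stimulus and 100% = saturating agonist plus stimulus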
EP2 mod: modulates human prostaglandin E2 receptor EP2 signaling; P43116; EP2-expressing cells, cAMP HTRF FRET, PGE2 co-stimulation; induction, % at 25 µM; hit rate 0.83% among 260,000; AID 940;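 active means compounds whose cAMP rise, as percent of the full-agonist control response, exceeds 60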;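 further: rat C6 glioma line stably carrying human EP2 under a CMV promoter; the protocol text gives 20 µM as final concentration; 100% = response of wells given 1 µM PGE2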
Target sequence (P43116 whole entry, looked up): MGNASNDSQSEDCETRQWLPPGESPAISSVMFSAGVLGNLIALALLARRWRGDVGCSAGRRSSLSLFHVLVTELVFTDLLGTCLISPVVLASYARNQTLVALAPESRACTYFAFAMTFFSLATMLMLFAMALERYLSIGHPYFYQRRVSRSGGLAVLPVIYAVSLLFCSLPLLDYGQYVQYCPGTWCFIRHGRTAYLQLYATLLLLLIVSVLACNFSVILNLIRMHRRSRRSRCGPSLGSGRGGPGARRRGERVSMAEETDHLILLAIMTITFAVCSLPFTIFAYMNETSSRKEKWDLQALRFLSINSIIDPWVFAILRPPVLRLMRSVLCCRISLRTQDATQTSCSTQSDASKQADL
S1P4 agonist: agonists of human S1P4 receptor | O95977 | hit rate 0.35% among 220,000 | AID 1509 | activation, % at 4.98 µM | S1P4-expressing cell line, agonist reporter assay; in the data active means activation above about 11%;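 further: 0% = DMSO vehicle and 100% = reference agonist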
Target sequence (O95977 whole entry, looked up): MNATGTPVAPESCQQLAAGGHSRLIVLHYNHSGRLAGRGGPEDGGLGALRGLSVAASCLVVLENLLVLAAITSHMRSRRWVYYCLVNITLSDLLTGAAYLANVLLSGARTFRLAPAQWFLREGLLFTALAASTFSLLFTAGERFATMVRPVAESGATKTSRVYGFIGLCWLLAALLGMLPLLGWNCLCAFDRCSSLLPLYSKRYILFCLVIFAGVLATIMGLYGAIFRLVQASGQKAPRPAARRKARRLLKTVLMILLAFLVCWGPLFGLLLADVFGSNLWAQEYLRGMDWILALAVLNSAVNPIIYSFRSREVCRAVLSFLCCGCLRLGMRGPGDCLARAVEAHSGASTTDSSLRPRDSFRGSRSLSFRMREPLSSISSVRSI
NPY Y1 blocker: NPY-Y1 (human) receptor antagonism; P25929; HEK293-CNG Y1 cells, membrane potential fluorescence; NPY at EC95, then isoproterenol; inhibition, % at 3.6 µM; hit rate 1% among 200,000; AID 1040;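 active means inhibition above the campaign mean inhibition of all tested compounds plus 3 SD, cut at about 20% in these data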;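 further: 0% = DMSO wells given NPY plus isoproterenol and 100% = isoproterenol alone without NPY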
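Benchmarks – high control isoproterenol alone, low control NPY with isoproterenol · Material – HEK293 Y1/CNG channel cell line · Times – dye 3 h, compound 60 min room temperature, stimulation 45 min · Probe or stimulus – NPY (25 nM), isoproterenol (1 µM), Ro 20-1724 (25 µM) · Evaluation – % inhibition of NPY effect · Signal – fluorescence, membrane potential probe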
S1P4 antagonist: antagonists of human S1P4 receptor; inhibition, % at 4.98 µM; S1P4-expressing cells, antagonist mode, reporter read-out; hit rate 0.26% among 220,000; O95977; in the data active means inhibition above about 29%;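 further: 0% = wells stimulated with agonist and 100% = vehicle wells without agonist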
NPY-Y2 PAM-ag: potentiators or agonists of human neuropeptide Y receptor Y2 | activation, % at 3.6 µM | AID 1359 | cells expressing NPY-Y2, potentiator/agonist read-out | P49146 | hit rate 0.45% among 220,000; in the data active means activation above about 27%;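 further: cells stimulated with NPY near EC25 plus isoproterenol at EC100; 0% = vehicle plus submaximal agonist and 100% = vehicle plus saturating agonist; some results beyond the cut were filed as inactive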
TRPN1 ag: agonists of zebrafish TRPN1 channel; hit rate 0.18% among 220,000; AID 1424; activation, % at 3 µM; HEK293 zebrafish TRPN1-YFP, Fluo-8 calcium fluorescence; 100% = response to 87 µM carbachol;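 active means activation above its plate's cutoff, the mean activation of test wells on that plate plus 3 SD, cut at about 19% in these data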;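 further: 0% = DMSO alone and 100% = 87 µM carbachol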
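Assay system: Zebrafish TRPN1-YFP in HEK293 cells | Incubation: Dye loading 1 h at 37 °C, then 30 min room temperature | Measured by: Kinetic Fluo-8 fluorescence, ex 470-495, em 515-575 nm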
TRPML3 ag: human mucolipin-3 channel agonism; Q8TDD5; HEK293 TRPML3-YFP, Fluo-8 calcium fluorescence; 100% = the carbachol control signal; activation, % at 3 µM; hit rate 0.29% among 220,000;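 active means activation above its plate's cutoff, the mean activation of the plate's test wells plus 3 SD, cut at about 12% in these data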;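 further: 0% = DMSO only wells and 100% = carbachol wells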
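Test system: TRPML3-YFP stable HEK293 cells. Doses: single point at 3 µM. Incubation: dye loading 1 h 37 °C then 30 min ambient, 125 s read. Signal: Fluo-8 calcium dye fluorescence, ex 470-495, em 515-575 nm. Measure: percent activation from peak-to-basal fluorescence ratio, scaled between DMSO and carbachol.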
Numbers without * were called inactive; / = not tested or not shown. Not all compounds are listed; the hit share may differ from the screen's.

SMILES	CHOP inh	NPY1 pot ag	EP2 mod	S1P4 agonist	NPY Y1 blocker	S1P4 antagonist	NPY-Y2 PAM-ag	TRPN1 ag	TRPML3 ag
Cc1ccc(-n2c(O)c(C=NCCCn3ccnc3)c(=O)[nH]c2=O)cc1	11	-10	-16	-0.2	/	-5	-4	-0.6	0.5
CC(C)NS(=O)(=O)c1ccc(OCC(=O)N2CCN(Cc3ccccc3)CC2)c(Cl)c1	7	-19	-12	3.2	-1	-10	5	1.4	1.7
C#CCOCOCC#CCN(CC)CC	16	-10	6	-0.9	10	-3	-41	-0.5	-0.1
CCOc1ccc2nc(N=Nc3c(O)[nH]c(=S)[nH]c3=O)sc2c1	4	13	29	0.2	-3	-17	11	-2.1	-0.5
O=C(c1ccccc1)C1CCCN(Cc2nc(-c3cnccn3)no2)C1 (configuration not stated)	19	-5	8	1.4	6	-11	1	1.1	1.0
NC(Cc1ccccc1)Cc1ccccc1	-12	2	-9	-0.6	7	-20	1	1.1	1.3
c1ccc(C2=NP(N3CCOCC3)(N3CCOCC3)=NC(N3CCOCC3)=N2)cc1	3	-8	-9	0.0	-2	-18	-11	0.1	0.4
CC(C)N1CC=C(c2c[nH]c3ccccc23)CC1	25	7	-6	2.5	0	-15	10	-0.5	0.8
CCC(=NCCc1ccccc1)c1c(O)[nH]c(=O)[nH]c1=O	12	-1	16	-0.3	/	6	-18	0.6	-0.1
O=C(CCCn1c(=O)[nH]c2cc(Cl)ccc2c1=O)N1CCC2(CC1)OCCO2	26	-27	35	2.3	9	6	-9	1.4	0.8
O=C(Nc1ccccc1)OC1CN=C(N[N+](=O)[O-])NC1 (configuration not stated)	39	-1	-9	-0.5	-6	-11	-6	-1.0	0.0
O=c1c(C=Nc2cccnc2Cl)c(O)n(CCCCl)c(=O)n1C1CCCCC1	69	18	52	0.7	0	-11	8	2.4	0.8
C=CCN1C(=O)/C(=C/c2cccs2)C(=O)NC1=S	80*	0	2	2.7	-2	-9	-10	0.9	0.7
Nc1ccc2c(c1)Cc1ccccc1-2	-9	-1	-9	1.9	0	-20	1	-1.1	0.5
CN1C(=O)C(=Cc2ccc(OCCN(C)c3ccccn3)cc2)C(=O)N(C)C1=O	-10	9	4	1.4	1	-19	3	1.4	0.2
O=c1[nH]c(=S)n(C2CC2)c(O)c1/C=N/N1CCOCC1	-1	1	24	-1.9	2	-7	12	0.3	1.4
Cc1ccccc1N1C(=O)NC(=O)/C(=C\c2ccc3c(c2)CCCN3Cc2ccccc2)C1=O	51	4	-14	1.0	-6	-5	6	-2.3	0.3
CC(c1ccccc1)n1cncc1C(=O)O (configuration not stated)	23	-11	25	2.6	1	-13	5	0.9	1.2
Cc1cc(OCc2nn[nH]n2)c2c3c(c(=O)oc2c1)CCCC3	-6	9	32	0.6	4	1	5	0.8	0.6
O=C1NC(=O)N(c2ccccc2)C(=O)/C1=C\c1ccc([N+](=O)[O-])o1	-6	-7	11	0.3	/	-17	6	1.9	2.0
CC(=NCCC1=CCCCC1)c1c(O)n(C)c(=O)n(C)c1=O	20	0	16	1.1	-5	3	3	0.1	-0.1
Fc1ccccc1CNC1CN2CCC1CC2 (configuration not stated)	15	11	13	1.2	9	-7	-4	1.2	0.7
CC(=O)N1N=C2C3CCN(CC3)C2C1c1cccc2ccccc12 (configuration not stated)	-5	9	31	-1.2	1	4	0	-0.2	0.3
O=C(Nc1ccc(F)cc1)c1c(O)c2c(n(Cc3ccccc3)c1=O)CCCC2	-21	-1	54	1.3	-3	-1	2	-0.1	0.8
C=CCn1c(O)c(C(C)=Nc2ccc(C(=O)OCC)cc2)c(=O)[nH]c1=O	36	14	40	1.0	5	-14	7	1.3	0.7
CCOC(=O)c1cc(CC)sc1/N=C/C1C(=O)NC(=S)NC1=O	-17	2	20	-0.3	1	-4	6	0.1	0.7
Cc1onc(-c2c(Cl)cccc2Cl)c1/C(N)=N/OC(=O)N(C)C	-9	-5	-1	0.7	/	6	4	2.4	0.8
CCN1CCC2(CC1)NC(CO)(CO)CO2	1	21	1	-0.7	-1	-8	-9	1.5	0.7
O=C(c1cccs1)c1cn(Cc2ccccc2Cl)c2ccccc12	42	-31	74*	0.5	16	-13	-11	-0.8	0.5
CCOP(=O)(OCC)/C(C#N)=C/c1ccoc1	4	7	-12	1.0	/	-4	-6	1.9	1.9
CNC(=O)Nc1ccc(C(O)(C(=O)OC)C(F)(F)F)cc1 (configuration not stated)	1	-7	-16	0.4	/	4	-15	0.8	-0.3
Cc1cc(N2CCCC2)ccc1C=C(C#N)C#N	-3	-6	-11	-3.1	-6	-7	-8	2.5	-0.1
C=CCNC(=S)Nc1ccc(OC(=O)Nc2ccc(Cl)c(Cl)c2)cc1	22	12	-5	0.5	/	2	83*	3.6	0.5
CCCC(C)C(=O)NC1CCSC1=O (configuration not stated)	38	7	9	0.8	5	0	-5	-0.1	0.4
O=C(C1CCCN(S(=O)(=O)c2cccc3nsnc23)C1)N1CCC2(CC1)OCCO2 (configuration not stated)	-30	1	0	-1.7	-4	-5	2	0.8	0.6
C#CCN1CCN(c2ccc(F)cc2)CC1	-9	17	-1	2.4	4	4	5	1.1	0.8
CN1C(=O)N(C)C(=O)C2(Cc3c(ccc4ccccc34)N(C)C2)C1=O	6	-7	-22	0.8	-5	6	-1	-0.7	0.1
O=c1[nH]c(=O)n(C2CCCCCC2)c(O)c1C=NCc1cccnc1	7	8	-18	0.3	/	-7	8	0.2	0.2
Cc1ccc(S(=O)(=O)Nc2cc(C(=O)N3CCC4(CC3)OCCO4)ccc2N2CCCCC2)cc1	35	30	17	-0.5	-3	-8	0	0.0	0.7
Cc1cc(N(CCCl)CCCl)ccc1/C=N/NC(=O)c1ccco1	-12	24	-60	-0.6	0	2	2	0.3	0.7
O=C(c1ccc(N2CC3CC(C2)c2cccc(=O)n2C3)c([N+](=O)[O-])c1)N1CCCC1 (configuration not stated)	11	2	9	1.3	-2	-13	-3	0.0	0.5
CCOP(=O)(OCC)C(NC(=O)C(Cl)Cl)C(Cl)(Cl)Cl (configuration not stated)	-14	-3	53	-1.3	2	-5	-24	4.1	0.1
O=c1c2ccccc2nc(-c2ccco2)n1-c1ccc(Br)cn1	33	8	23	0.2	8	6	-15	1.1	0.5
CCOP(=O)(OCC)c1cc(CC)ccc1O	-25	-8	8	0.1	/	7	-13	0.3	0.0
CCN(CC)CCNCc1nc2ccccc2c(=O)n1-c1ccc(F)cc1	14	5	29	1.5	5	11	-1	-0.6	1.0
Cn1c(O)c(C(=O)c2ccccc2)c(=O)n(C)c1=O	32	4	2	-1.8	-1	-3	-10	-0.9	1.1
O=C(N/N=C/C1C(=O)NC(=S)N(c2ccccc2)C1=O)c1cc(Br)c(O)c(Br)c1 (configuration not stated)	12	4	14	1.5	7	-12	-1	3.0	0.7
CCOC(=O)C1(c2ccccc2)CCN(CC(=O)Nc2cccc3ccccc23)CC1	19	-4	63*	1.5	0	-9	-5	-0.7	-0.9
O=C(c1cc([N+](=O)[O-])ccc1N1CCNCC1)N1CCOCC1	12	-6	4	0.4	-2	2	12	-0.8	0.5
CC1CCN2c3nc4ccccn4c(=O)c3CC3(C(=O)N(C)C(=O)N(C)C3=O)C2C1 (configuration not stated)	14	1	8	-1.3	-5	-15	14	-0.6	-0.6
CCOc1cc(/C=C2/C(=O)NC(=O)N(c3ccc(CC)cc3)C2=O)ccc1OC(=O)c1cccs1	13	-8	18	1.5	5	-5	-8	-1.7	-0.5
CC(=O)Nc1ccc(C(c2c(O)c3ccccc3oc2=O)c2c(C)n(C)n(-c3ccccc3)c2=O)cc1 (configuration not stated)	22	-2	12	0.4	-3	-34	5	-0.5	-0.1
CN(CC1COc2ccccc2O1)c1nc(-c2cccnc2)nc2ccccc12 (configuration not stated)	29	-9	58	0.7	22*	3	-26	0.3	0.6
COCCCn1c(N)c(C(=O)Nc2ccccc2)c2nc3ccccc3nc21	-24	26	-22	3.8	/	-13	19	-0.1	0.2
Cn1cc(C=C(C#N)C#N)c2ccccc21	4	-4	1	-1.7	1	-4	-12	0.1	-0.2
O=c1c(C=NCc2cccs2)c(O)n(C2CCCCC2)c(=O)n1C1CCCCC1	25	-2	16	-2.6	-2	7	5	0.4	0.8
O=C(Cn1c2c(c(-c3ccccc3Cl)cc1=O)CCC2)N1CCC2(CC1)OCCO2	3	4	19	-0.4	7	-4	14	2.0	0.9
CC1CN=C(Nc2ccc(F)c(Cl)c2)S1 (configuration not stated)	-3	-9	-5	-0.8	/	-7	-9	-1.8	0.6
O=c1[nH]c(=O)n(Cc2ccc(F)cc2)c(O)c1C=NCc1cccnc1	-34	8	-26	0.3	-4	-25	8	1.9	1.4
CC12CCC(=O)C=C1CCC1C2CCC2(C)C(O)CCC12 (configuration not stated)	28	4	4	-1.4	1	-12	-5	1.7	0.7

Continuation.
SMILES	CHOP inh	NPY1 pot ag	EP2 mod	S1P4 agonist	NPY Y1 blocker	S1P4 antagonist	NPY-Y2 PAM-ag	TRPN1 ag	TRPML3 ag
CCN1CCc2ccccc2C1	-3	-2	-21	0.6	/	1	-14	-0.4	0.7
CCCCCn1c(=O)c(C(=O)NCc2ccco2)c(O)c2ccccc21	32	-1	58	1.1	7	-12	4	1.4	1.0
O=C(CN1C(=O)CCSc2ccccc21)N1CCC2(CC1)OCCO2	-4	16	25	0.7	7	-23	3	-0.7	-0.5
O=c1c2ccccc2[nH]c(=S)n1-c1cccnc1	9	10	5	1.1	/	-10	11	-0.8	-0.4
CCN(CC)CCN=C(C)c1c(O)n(-c2ccccc2OC)c(=O)[nH]c1=O	24	-19	-9	-0.7	-5	11	17	0.5	0.8
CN(C)P(=O)(C(Cl)=C(N1CCCCC1)N1CCCCC1)N(C)C	-8	20	49	-0.2	14	13	1	-0.6	0.8
COc1cc2[nH]c(=S)n(-c3ccccc3)c(=O)c2cc1OC	5	15	-9	-1.2	-2	-6	14	0.2	0.5
CCCNc1oc(-c2cccc3ccccc23)nc1C#N	58	-5	1	-1.8	-5	-5	9	0.1	0.4
COC(=O)C(O)(c1ccc(NC(=S)NC(=O)c2ccc(Cl)cc2Cl)c(C)c1)C(F)(F)F (configuration not stated)	98*	-10	-47	1.3	1	-28	0	19	3.8

Not a retest: 4 of the compounds above.
SMILES	CHOP inh	NPY1 pot ag	EP2 mod	S1P4 agonist	NPY Y1 blocker	S1P4 antagonist	NPY-Y2 PAM-ag	TRPN1 ag	TRPML3 ag
CCN1CCc2ccccc2C1	-3	-2	-21	0.6	/	1	-14	-0.4	0.7
CCCCCn1c(=O)c(C(=O)NCc2ccco2)c(O)c2ccccc21	32	-1	58	1.1	7	-12	4	1.4	1.0
O=C(CN1C(=O)CCSc2ccccc21)N1CCC2(CC1)OCCO2	-4	16	25	0.7	7	-23	3	-0.7	-0.5
O=c1c2ccccc2[nH]c(=S)n1-c1cccnc1	9	10	5	1.1	/	-10	11	-0.8	-0.4

Screening results as filed in PubChem.
